Rev-erbA mod = modulators of human Rev-erb alpha DNA binding | Rev-erbα–FITC-DNA binding, fluorescence polarization, 90 min | activity, % at 10 µM | hit rate 0.79% among 370,000 | P20393;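 active means activity above about 14%, limit read from the data; passing the limit was not always enough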;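 further: 0% = DMSO wells with 35 nM protein and 100% = DMSO wells with 750 nM protein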
TCR CD3 inh = inhibitors of human TCR-CD3 interaction; inhibition, % at 9.4 µM; hit rate 0.37% among 360,000; TAMRA-labeled TCR probe fluorescence, biochemical; AID 651800; in the data active means inhibition above about 19%;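 further: recombinant mutant TCR 2C K166C tagged with TAMRA read by polarization; 0% = receptor in buffer alone and 100% = receptor with positive control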
ABHD4 inh = inhibits mouse alpha/beta hydrolase domain 4. AID 720543. purified mABHD4, FP-Rh probe fluorescence polarization. Q8VD66. inhibition, % at 8.92 µM. hit rate 0.54% among 370,000;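 active means inhibition exceeding the mean over every tested compound plus 3 SD, cut at about 30% in these data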;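 further: 0% = plate median of compound wells and 100% = S159A mutant with DMSO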
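Material: mouse ABHD4 enzyme, wild type; Benchmarks: S159A mutant high control, sample median low control; Buffer or medium: HEPES pH 7.0, NaCl, Pluronic buffer; Signal: fluorescence polarization; Read-out: percent inhibition of probe binding, normalized to plate controls; Timing: pre-incubation 45 min, probe exposure 60 min, at 25 °C; Dosing: 8.92 µM, single dose.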
LEDGF integ inh = blocks HIV-1 LEDGF/p75-dependent DNA integration; hit rate 0.64% among 370,000; TR-FRET IN-LEDGF/p75 DNA integration, Eu/Cy5; inhibition, % at 3.7 µM; AID 743269;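 active means inhibition above the screen-wide mean plus 3 SD, cut at about 13% in these data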;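 further: signal is the Cy5 over europium emission ratio at 671 and 618 nm; 0% = plate median of compound wells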
UHRF1 MBD2 ctr = blocks human UHRF1 binding to methylated DNA; inhibition, % at 4.4 µM; Q96T88; AID 687016; UHRF1 binding to methylated oligo, TR-FRET; hit rate 0.75% among 370,000; in the data active means inhibition above about 21%;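 further: UHRF1 SRA domain binding a hemimethylated CpG hairpin DNA probe; 0% = median of test compound wells and 100% = reference inhibitor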
rCAG binder = molecules binding r(CAG) RNA repeats. r(CAG) RNA repeat, TO-PRO-1 dye displacement fluorescence. inhibition, % at 3 µM. hit rate 1.3% among 370,000. AID 651821;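 active means inhibition above the plate cutoff, the mean of all test compounds on that plate plus 3 SD, cut at about 35% in these data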;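 further: 0% = DMSO alone and 100% = 100 µM mitoxantrone as full dye displacement; higher means more dye released from RNA so lower well fluorescence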
MBD2 inh = MBD2-methylated oligo binding inhibition; TR-FRET, MBD2 binding to methylated oligonucleotide; AID 686964; hit rate 0.31% among 370,000; inhibition, % at 4.4 µM; Q9UBB5; in the data active means inhibition above about 13%
Target sequence (Q9UBB5 whole entry, looked up): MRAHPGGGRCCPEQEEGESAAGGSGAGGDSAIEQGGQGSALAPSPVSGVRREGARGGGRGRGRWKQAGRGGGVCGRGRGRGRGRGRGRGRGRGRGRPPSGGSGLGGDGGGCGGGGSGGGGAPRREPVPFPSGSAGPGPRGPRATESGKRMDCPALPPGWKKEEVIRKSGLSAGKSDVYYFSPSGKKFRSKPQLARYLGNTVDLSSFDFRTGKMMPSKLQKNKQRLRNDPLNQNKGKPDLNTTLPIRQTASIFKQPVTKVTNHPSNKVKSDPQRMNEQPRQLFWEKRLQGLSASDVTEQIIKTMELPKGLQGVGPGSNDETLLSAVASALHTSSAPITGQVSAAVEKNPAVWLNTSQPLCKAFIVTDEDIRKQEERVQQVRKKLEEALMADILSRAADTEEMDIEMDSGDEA
PRMT1 FP inh = blocks human protein arginine methyltransferase 1 | recombinant PRMT1, activity-based probe fluorescence polarization | Q99873 | AID 652257 | inhibition, % at 2.79 µM | hit rate 1.3% among 370,000;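 active means inhibition above about 21% made by adding two undisclosed values, limit read from the data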
Target sequence (Q99873 whole entry, looked up): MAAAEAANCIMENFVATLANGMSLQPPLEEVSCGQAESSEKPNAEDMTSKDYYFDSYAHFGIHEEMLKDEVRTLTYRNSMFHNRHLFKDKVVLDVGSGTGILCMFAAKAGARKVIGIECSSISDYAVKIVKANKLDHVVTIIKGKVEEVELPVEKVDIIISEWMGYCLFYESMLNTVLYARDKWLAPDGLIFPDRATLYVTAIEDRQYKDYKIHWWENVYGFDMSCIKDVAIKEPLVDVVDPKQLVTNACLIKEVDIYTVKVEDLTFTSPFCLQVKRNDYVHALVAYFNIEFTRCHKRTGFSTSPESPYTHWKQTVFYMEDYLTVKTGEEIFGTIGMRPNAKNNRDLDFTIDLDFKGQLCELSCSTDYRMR
PG9 Ab binder = small molecules binding HIV-1 gp120 antibody PG9 | TR-FRET gp120-PG9 antibody binding | inhibition, % at 6.7 µM | hit rate 0.43% among 360,000; in the data active means inhibition above about 8.5%
HTRA1 inh = blocks human HTRA1 serine peptidase | recombinant HTRA1, FP-rhodamine activity-based probe, fluorescence polarization | hit rate 0.5% among 340,000 | inhibition, % at 5.96 µM; in the data active means inhibition above about 36%;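 further: 0% = enzyme with DMSO and 100% = wells lacking enzyme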
Numbers without * were called inactive; / = not tested or not shown. Some of the compounds tested. The share of hits here may be higher or lower than overall.

[1] CC1CCCCN1C(=O)Cn1c(=O)n(CCC(=O)NCc2ccco2)c(=O)c2sccc21 (stereo unspecified)
[2] O=C(CSc1ccccc1)Nc1nnc(/C=C/c2ccccc2)s1
[3] CC(=O)Nc1ccc(NC2(C)C(=O)c3ccccc3C2=O)cc1
[4] COc1ccc(N=C2SCC(=O)N2C)cc1
[5] O=C(CCC1CCCC1)N1CCN(C(=O)COc2ccccc2)CC1
[6] COc1ccc(C2=NOC(Cn3nc(-c4ccccc4)cc3C(=O)NCc3ccc(C)cc3)C2)cc1 (stereo unspecified)
[7] CSc1ccccc1C(=O)N(C)C(c1ccccc1)c1ccccc1
[8] Cc1ccc(S(=O)(=O)Nc2cc(C)cn(Cc3ccc(F)cc3)c2=O)cc1
[9] CC(C)CNC(=O)c1ccccc1C(=O)NC1(C(=O)NCC(C)C)CCCC1
[10] CN(C)C(/C=C/Nc1ccccc1F)=C(C#N)C#N
Assay by compound	1	2	3	4	5	6	7	8	9	10
Rev-erbA mod	6	-3	-4	5	0	-1	-5	1	5	0
TCR CD3 inh	8	1	-4	-10	-5	-3	7	-3	0	-7
ABHD4 inh	1	-2	0	9	3	-6	-2	4	2	-6
LEDGF integ inh	1	-1	-2	-1	-3	-2	3	-7	1	-6
UHRF1 MBD2 ctr	1	0	0	0	0	0	1	-10	0	1
rCAG binder	-2	17	3	0	-5	7	-3	0	1	-3
MBD2 inh	4	-1	-2	0	-1	3	0	-8	-3	3
PRMT1 FP inh	0	3	2	2	0	0	-1	5	-3	0
PG9 Ab binder	-3.4	-0.5	-0.3	-2.4	-1.0	-0.1	-3.7	2.3	-0.5	-1.3
HTRA1 inh	-3	-7	5	2	-5	-16	-14	-7	7	-3

Entries of single compounds as entered above. Screens in order: Rev-erbA mod | TCR CD3 inh | ABHD4 inh | LEDGF integ inh | UHRF1 MBD2 ctr | rCAG binder | MBD2 inh | PRMT1 FP inh | PG9 Ab binder | HTRA1 inh
CN(C)C(/C=C/Nc1ccccc1F)=C(C#N)C#N is listed as 0 | -7 | -6 | -6 | 1 | -3 | 3 | 0 | -1.3 | -3
CC(=O)Nc1ccc(NC2(C)C(=O)c3ccccc3C2=O)cc1 is listed as -4 | -4 | 0 | -2 | 0 | 3 | -2 | 2 | -0.3 | 5
Cc1ccc(S(=O)(=O)Nc2cc(C)cn(Cc3ccc(F)cc3)c2=O)cc1 is listed as 1 | -3 | 4 | -7 | -10 | 0 | -8 | 5 | 2.3 | -7

Next part.
[11] COCC1CCN(C(=O)c2cc(COc3ccc4ncccc4c3)on2)CC1
[12] COc1cccc2c(=O)n(CC(=O)N3CCCCCC3)ccc12
[13] COC(=O)c1ccc(CN2CCN(Cc3ccc(C(=O)OC)o3)CC2)o1
[14] COc1cc(C(=S)N2CCCC2)cc(OC)c1O
[15] Cc1ccc(N(C(C)C(=O)Nc2cccc(N(C)S(C)(=O)=O)c2)S(C)(=O)=O)cc1 (stereo unspecified)
[16] C[C@@H]1CN([C@@H](C)CO)C(=O)c2cc(NC(=O)C3CCCCC3)ccc2O[C@@H](C)CCCCO[C@@H]1CN(C)Cc1ccncc1
[17] O=C(CN1CCN(Cc2cccc(Cl)c2)C1=O)NCc1ccccn1
[18] CN(Cc1ccc(F)cc1)C(=O)c1cccc(OCc2ccccc2)c1
[19] Cc1ccc(S(=O)(=O)N(C)c2ccc(C(=O)Nc3ccc(C)cn3)cc2)cc1
[20] CN(C)c1ccc(N=Nc2cccc3ccoc23)cc1
Assay by compound	11	12	13	14	15	16	17	18	19	20
Rev-erbA mod	-3	1	-10	-2	-5	-3	-6	-2	5	8
TCR CD3 inh	0	6	7	3	-9	-3	-5	-6	-7	6
ABHD4 inh	0	-1	-1	7	-4	8	-3	-12	-2	-1
LEDGF integ inh	-1	0	4	-1	0	-4	-2	5	1	-1
UHRF1 MBD2 ctr	-1	0	1	0	4	1	1	7	1	-3
rCAG binder	-7	0	0	-2	0	0	-1	-1	-6	1
MBD2 inh	-1	1	5	3	6	-1	0	-1	-2	-2
PRMT1 FP inh	0	-1	0	1	4	3	5	2	-1	-3
PG9 Ab binder	-0.4	1.2	0.8	-4.9	2.0	-0.5	1.5	1.8	1.0	-3.3
HTRA1 inh	4	-1	4	4	1	4	0	-18	-23	16

[21] CCN(NC(=O)C(O)(c1ccccc1)c1ccccc1)C(=O)c1ccccc1
[22] CCOCCCNC(=O)c1ccc2c(=O)n(Cc3ccc(OC)cc3)c(=O)[nH]c2c1
[23] Brc1ccc(COc2cccc3cccnc23)cc1
[24] Cc1c(-c2ccccc2)cn2c1-c1ccc(C)n1CC2
[25] O=C(CCC1CCCC1)c1c(O)c2ccccc2oc1=O
[26] CC(=O)/C(C=Nc1noc(C)c1Br)=C(\C)O
[27] NC(=O)c1ccc(NC(=O)COC(=O)c2cc3c(s2)CCC3)cc1
[28] CSC1=Nc2ccccc2N=C(N2CCCC2)C1
[29] Cc1cccc(N2O[C@H]3C=CC2CCCC3)n1
[30] CCN1CCN(C(=O)N(c2ccccc2)c2ccccc2)CC1
Assay by compound	21	22	23	24	25	26	27	28	29	30
Rev-erbA mod	1	-4	4	3	5	9	-9	-8	4	2
TCR CD3 inh	1	-1	5	0	-4	1	2	8	12	0
ABHD4 inh	5	-1	-10	-2	3	-3	-5	-4	1	3
LEDGF integ inh	3	2	5	1	-3	1	2	-1	-2	-5
UHRF1 MBD2 ctr	2	2	-5	1	-1	0	12	0	-3	-3
rCAG binder	-3	-6	-3	6	4	-2	4	2	5	-3
MBD2 inh	2	-5	0	1	4	5	7	-5	0	2
PRMT1 FP inh	0	4	-4	8	5	-7	4	-4	-2	0
PG9 Ab binder	-2.6	-5.9	-0.9	0.4	-2.6	-2.5	5.2	-1.0	-1.2	1.4
HTRA1 inh	-5	-8	/	7	-7	8	-3	/	2	3

[31] Clc1ccc(-c2nnc(-c3cccc4ccccc34)o2)cc1Cl
[32] Cn1nc(-c2ccc(N3CCOCC3)c(NS(=O)(=O)c3ccccc3)c2)c2ccccc2c1=O
[33] COc1ccc(-n2c(C)cc(/C=C3\SC(=S)NC3=O)c2C)cc1
[34] COc1ccc(-n2c3c(cc(C(=O)Nc4ccc(C)cc4)c2=O)C(=O)CCC3)cc1
[35] O=S(=O)(Cc1nnnn1-c1ccccc1)c1ccc(Cl)cc1
[36] CN1CCN(NC(=O)c2ccc(Br)s2)CC1
[37] CC(=O)c1sc(NC(=O)c2cc(=O)c3ccccc3o2)nc1C
[38] COc1ccc(C(CNC(=O)CCNS(=O)(=O)c2ccccc2C(F)(F)F)N2CCOCC2)cc1 (stereo unspecified)
[39] Cc1cc(=O)n(Cc2ccccc2)c2c(C)cccc12
[40] COc1ccc(Cc2nc3ccc(C(=O)N(C)CCCN4CCOCC4)cc3o2)cc1
Assay by compound	31	32	33	34	35	36	37	38	39	40
Rev-erbA mod	0	3	-2	7	4	-5	1	-3	7	0
TCR CD3 inh	4	-5	2	2	-7	-1	-3	3	1	6
ABHD4 inh	-1	-2	7	4	-1	3	7	8	-3	-6
LEDGF integ inh	3	-6	4	-2	-9	-5	-2	3	-1	2
UHRF1 MBD2 ctr	4	3	-1	0	1	-1	1	1	-1	-1
rCAG binder	1	0	14	3	-3	-5	2	-9	5	-3
MBD2 inh	-2	4	-1	-1	-1	3	-2	1	-6	-5
PRMT1 FP inh	-3	2	-2	0	3	3	2	-3	-4	-1
PG9 Ab binder	-2.0	-0.4	-2.7	1.2	1.3	-0.5	-2.7	0.9	-0.2	-2.9
HTRA1 inh	/	2	-7	2	-4	6	3	6	2	7

[41] Nc1nnc(SCC(=O)Nc2cccc(S(N)(=O)=O)c2)s1
[42] O=C(CS(=O)(=O)c1cn(CC(=O)N2CCOCC2)c2ccccc12)Nc1ccccc1
[43] O=C(Nc1cccc(S(=O)(=O)Nc2ccc(Cl)cc2)c1)c1ccc2c(c1)OCCO2
[44] Clc1ccc(-c2nc3ccc(Br)cn3c2Cc2ccccc2)cc1
[45] CC(C)CN(C(=O)COC(=O)/C=C/c1ccccc1)C1CCS(=O)(=O)C1 (stereo unspecified)
[46] COc1cc(Br)cc(C(c2c(C)n(C)n(-c3ccccc3)c2=O)c2c(C)n(C)n(-c3ccccc3)c2=O)c1O
[47] CCOn1c(=O)c(-c2cc(OC)ccc2OC)[n+]([O-])c2ccccc21
[48] Cc1ccc([C@H]2C[C@H](O)[C@@H](n3cc(COC(=O)c4ccccc4)nn3)CN2Cc2cccs2)cc1
Assay by compound	41	42	43	44	45	46	47	48
Rev-erbA mod	-1	2	-3	23*	-1	1	4	6
TCR CD3 inh	0	-1	5	0	-1	-6	-3	-1
ABHD4 inh	-6	-2	-103	-16	4	3	-5	-24
LEDGF integ inh	2	-3	-3	-2	-2	-3	2	5
UHRF1 MBD2 ctr	2	-1	3	20	-3	0	3	-1
rCAG binder	3	-3	28	11	-1	-3	-2	7
MBD2 inh	-2	0	0	3	-3	3	1	-1
PRMT1 FP inh	1	1	0	-2	-1	6	-2	-6
PG9 Ab binder	-0.6	-0.3	9.3*	7.2	-2.5	-1.3	-2.4	1.2
HTRA1 inh	4	5	-97	-71	8	/	0	-61

Sorted by SMILES length (largest number first): 4 of the compounds above
[46] COc1cc(Br)cc(C(c2c(C)n(C)n(-c3ccccc3)c2=O)c2c(C)n(C)n(-c3ccccc3)c2=O)c1O
[45] CC(C)CN(C(=O)COC(=O)/C=C/c1ccccc1)C1CCS(=O)(=O)C1 (stereo unspecified)
[47] CCOn1c(=O)c(-c2cc(OC)ccc2OC)[n+]([O-])c2ccccc21
[41] Nc1nnc(SCC(=O)Nc2cccc(S(N)(=O)=O)c2)s1
Assay by compound	46	45	47	41
Rev-erbA mod	1	-1	4	-1
TCR CD3 inh	-6	-1	-3	0
ABHD4 inh	3	4	-5	-6
LEDGF integ inh	-3	-2	2	2
UHRF1 MBD2 ctr	0	-3	3	2
rCAG binder	-3	-1	-2	3
MBD2 inh	3	-3	1	-2
PRMT1 FP inh	6	-1	-2	1
PG9 Ab binder	-1.3	-2.5	-2.4	-0.6
HTRA1 inh	/	8	0	4
